hERG protect = compounds protecting human hERG from proarrhythmic drug block | CHO-hERG, FluxOR thallium flux, dofetilide IC70 present | activation (rescue from dofetilide block), less the hit threshold, % at 10 µM | AID 1511 | Q12809 | actives 0.51% (n = 310,000);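 active = activation above the mean of controls blocked by dofetilide plus 5 SD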;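 also: thallium influx through hERG after potassium depolarization seen as dye fluorescence rise; in these data hits start at about 4.7%; inactives centre near -7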
TRPC4 agonist = TRPC4 (mouse) channel activation; B-score at 10 µM; HEK293 TRPC4beta/mu-opioid, Fluo4 calcium fluorescence; hits give high values; actives 0.49% (n = 310,000); Q9QUQ5; AID 2237;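 active = B-score above 5 SD of library B-scores, and initial fluorescence ratio not above library mean plus 5 SD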;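 also: positive B-score marks a calcium rise read as TRPC4 activation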
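System: HEK293 cells stably co-expressing mouse TRPC4beta and mu-opioid receptor; Schedule: Fluo4 dye loading 45 min at room temperature, 110 s recording; Detection: Fluo4 fluorescence, kinetic; Evaluation: B-scored integrated calcium fluorescence ratio; Controls: buffer (low) and maximal DAMGO (high).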
TMEM16A inh = mouse TMEM16A channel inhibition, primary screen; HEK293 TMEM16A/YFP iodide influx fluorescence, ionomycin; normalized B-score (activity score, 25-100; higher = stronger inhibition) at 10 µM; actives 1.2% (n = 310,000);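 active = ratio plate-corrected score three or more library SD toward inhibition, starting fluorescence score within five deviations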;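 also: score derived from kinetic fluorescence span divided by baseline fluorescence per well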
Target sequence (Q8BHY3 whole entry, looked up): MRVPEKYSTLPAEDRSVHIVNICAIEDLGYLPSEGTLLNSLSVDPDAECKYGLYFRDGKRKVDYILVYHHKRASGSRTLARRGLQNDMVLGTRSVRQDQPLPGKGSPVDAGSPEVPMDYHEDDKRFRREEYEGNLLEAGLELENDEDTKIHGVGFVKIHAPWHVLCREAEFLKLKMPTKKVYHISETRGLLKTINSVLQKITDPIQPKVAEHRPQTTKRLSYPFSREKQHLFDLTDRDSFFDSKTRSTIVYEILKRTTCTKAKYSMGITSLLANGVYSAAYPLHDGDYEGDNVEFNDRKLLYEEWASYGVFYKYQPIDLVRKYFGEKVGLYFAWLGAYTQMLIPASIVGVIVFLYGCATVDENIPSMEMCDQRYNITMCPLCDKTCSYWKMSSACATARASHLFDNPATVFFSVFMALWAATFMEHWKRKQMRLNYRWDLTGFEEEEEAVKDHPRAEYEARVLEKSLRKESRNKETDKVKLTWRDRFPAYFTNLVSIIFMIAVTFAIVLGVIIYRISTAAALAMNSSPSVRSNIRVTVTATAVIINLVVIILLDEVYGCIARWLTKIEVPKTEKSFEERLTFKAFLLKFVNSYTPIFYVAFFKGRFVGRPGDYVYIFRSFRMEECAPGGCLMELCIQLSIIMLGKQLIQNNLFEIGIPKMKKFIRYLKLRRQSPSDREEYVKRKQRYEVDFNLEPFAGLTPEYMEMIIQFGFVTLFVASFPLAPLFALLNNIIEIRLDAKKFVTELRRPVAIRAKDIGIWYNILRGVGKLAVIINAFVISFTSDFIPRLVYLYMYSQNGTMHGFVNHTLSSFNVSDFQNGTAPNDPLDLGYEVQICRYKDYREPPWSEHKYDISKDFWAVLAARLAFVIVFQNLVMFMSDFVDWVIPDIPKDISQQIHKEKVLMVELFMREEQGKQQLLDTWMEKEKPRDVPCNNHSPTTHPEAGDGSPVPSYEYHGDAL
HDAC3 inhib = inhibitors of human histone deacetylase 3 | O15379 | actives 0.15% (n = 320,000) | AID 2718 | inhibition, % at 8.3 µM | recombinant HDAC3, fluorogenic peptide/trypsin coupled, fluorescence; in the data active = inhibition above about 26%, passing the limit was not always enough; inconclusive = no clear call, values can overlap the other calls
KCNK9 inh = human KCNK9 channel inhibition; Q9NPC2; HEK293 KCNK9, FluxOR thallium flux fluorescence; hits give low values; B-score at 10 µM; actives 1.2% (n = 310,000);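 active = ratio B-score over 3 SD below the library mean, with starting fluorescence within 5 SD of its mean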;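 also: negative B-score means less thallium flux so channel inhibition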
TRPC4 potent = allosteric potentiators of mouse TRPC4 channel | B-score at 10 µM | actives 0.42% (n = 310,000) | HEK293 TRPC4beta/mu-opioid, DAMGO EC20, Fluo-4 Ca2+ flux; hits give high values | AID 2227;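 active = B-score of calcium response area above 5 SD of library B-scores, with initial fluorescence ratio within 5 SD of library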;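 also: B-score of integrated fluorescence ratio over time as area under calcium response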
KCNQ1 pot = potentiators or activators of human KCNQ1 potassium channel; P51787; CHO-K1 KCNQ1, thallium flux FluxOR fluorescence; hits give high values; B-score at 10 µM; actives 0.35% (n = 310,000);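 active = fluorescence ratio B-score, a plate-corrected score, at least three library SD, with initial intensity B-score within 5 SD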
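Assay system: CHO-K1 cells stably expressing KCNQ1; Medium: assay buffer with matched DMSO; Also added: K+/Tl+ depolarizing stimulus; Dosing: single dose; Timing: dye 90 min, compound 20 min, room temperature; Measured by: kinetic FluxOR thallium fluorescence, 10-s 1-Hz baseline, 110-s post-stimulus read; Read-out: peak-minus-minimum fluorescence over initial fluorescence, negative-control normalized, B-scored.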
KCNK3 inh = human KCNK3 channel inhibition, primary screen | actives 0.84% (n = 340,000) | O14649 | CHO-KCNK3 thallium flux, FluxOR fluorescence; hits give low values | AID 602410 | B-score at 10 µM;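 active = B-score under library mean minus 4 SD, starting fluorescence ratio at most library mean plus 5 SD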;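 also: more negative B-score means stronger inhibition of thallium flux through KCNK3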
DYRK1A inh = inhibitors of rat Dyrk1A kinase; Q63470; ADP-Glo luminescence, NFATc1 peptide; inhibition, % at 12.5 µM; actives 0.43% (n = 310,000); AID 504441; in the data active = inhibition above about 50%;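 also: plate controls were vehicle with enzyme for no effect and no enzyme for full effect; many of its hits are not listed in these tables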
KCNQ1 inh = blocks the human KCNQ1 potassium channel; P51787; CHO-K1 KCNQ1, FluxOR thallium flux fluorescence; hits give high values; B-score at 10 µM; actives 1.3% (n = 310,000); AID 2642;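 active = compounds whose thallium flux B-score, printed positive for inhibition, exceeds three library SD while starting fluorescence stays within three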;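 also: channel opened by potassium depolarization with thallium stimulus after 20 min compound exposure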
TMEM16A act = activates or potentiates the mouse TMEM16A chloride channel; Q8BHY3; HEK293 TMEM16A/YFP-H148Q/I152L, iodide quench fluorescence; hits give low values; B-score at 10 µM; actives 0.3% (n = 340,000); AID 623877;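 active = fluorescence-ratio B-score plate-corrected deviation score at least 3 library SD below zero, with starting fluorescence score within 5 deviations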;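 also: channel opened by trigger with iodide after compound preincubation; score built on the fluorescence ratio of max minus min over baseline; more negative score means more quench and so TMEM16A activation or potentiation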
* marks the source's active call; other numbers are inactive results; i = inactive; ? = inconclusive; . = not tested or not shown. The list is partial; rates above refer to the full screens.

SMILES	hERG protect	TRPC4 agonist	TMEM16A inh	HDAC3 inhib	KCNK9 inh	TRPC4 potent	KCNQ1 pot	KCNK3 inh	DYRK1A inh	KCNQ1 inh	TMEM16A act
CCCC(C)C(=O)Nc1ccc(NC(C)=O)cc1 (configuration not stated)	-4	i	i	4	i	i	i	i	2	i	i
CCCCCCCCCC(=O)OCC(O)CO (configuration not stated)	-8	i	i	1	i	i	i	i	3	i	i
O=C(O)C1Nc2c(cccc2C(F)(F)F)C2C=CCC12 (configuration not stated)	-3	i	i	3	i	i	i	.	.	i	.
O=C(CSc1n[nH]c(=O)[nH]c1=O)NCC1CCCCC1	-8	i	i	0	i	i	i	i	1	i	i
COc1cccc(NC(=O)CCc2c(C)nn(-c3ccc(N4CCOCC4)nn3)c2C)c1	-6	i	i	2	i	i	i	i	2	i	i
Clc1ccccc1C1CC(c2ccccc2)=Nc2ccccc2N1 (configuration not stated)	-15	i	i	4	i	10*	i	i	.	6*	i
COc1cc(-c2nnc3sc(-c4ccncc4)nn23)cc(OC)c1OC	-3	i	i	-1	i	i	i	i	-2	i	i
Cc1ccccc1NC(=S)Nn1cnnc1	-8	i	i	.	i	i	i	i	11	i	i
Cc1ccc(C(=O)c2coc3ccc(O)c(Cl)c23)cc1	-19	i	i	1	i	i	i	i	26	i	i
COC(=O)c1ccc(NC(=O)c2ccc3c(c2)C(=O)N(Cc2cccnc2)C3=O)cc1	-1	i	i	-18	i	i	i	i	1	i	i
CC1CN(C(=O)COc2ncnc3ccccc23)CC(C)O1 (configuration not stated)	-2	i	i	4	i	i	i	i	-2	i	i
O=C(NNC(=O)C1C2CCC(C2)C1C(=O)O)c1cccc(Cl)c1 (configuration not stated)	1	i	i	?	i	i	i	i	-3	i	i
Cc1c(C=O)n(C)n(-c2ccccc2)c1=O	-11	i	i	-3	i	i	i	i	-1	i	i
COc1cc(C(=O)NCCC(=O)NC2CCC(C)CC2)cc(OC)c1OC (configuration not stated)	-9	i	i	1	i	i	i	i	-15	i	i
O=C(Nc1scc(-c2ccccc2)c1C(=O)O)c1ccccc1Cl	-3	i	i	-2	i	i	i	i	-5	i	i

Structural class: those above containing an aryl methoxy group (three)
SMILES	hERG protect	TRPC4 agonist	TMEM16A inh	HDAC3 inhib	KCNK9 inh	TRPC4 potent	KCNQ1 pot	KCNK3 inh	DYRK1A inh	KCNQ1 inh	TMEM16A act
COc1cccc(NC(=O)CCc2c(C)nn(-c3ccc(N4CCOCC4)nn3)c2C)c1	-6	i	i	2	i	i	i	i	2	i	i
COc1cc(-c2nnc3sc(-c4ccncc4)nn23)cc(OC)c1OC	-3	i	i	-1	i	i	i	i	-2	i	i
COc1cc(C(=O)NCCC(=O)NC2CCC(C)CC2)cc(OC)c1OC (configuration not stated)	-9	i	i	1	i	i	i	i	-15	i	i

New compounds follow.
SMILES	hERG protect	TRPC4 agonist	TMEM16A inh	HDAC3 inhib	KCNK9 inh	TRPC4 potent	KCNQ1 pot	KCNK3 inh	DYRK1A inh	KCNQ1 inh	TMEM16A act
N#C/C(=C(\O)Cc1ccccc1)c1nc2ccccc2[nH]1	-10	i	i	1	i	i	i	i	-1	i	i
Cc1ccc(S(=O)(=O)NCc2ccncc2)cc1	-11	i	i	-1	i	i	i	i	-7	i	i
COc1cc(OC)cc(C(=O)NCc2cccnc2)c1	-8	i	i	-2	i	i	i	i	6	i	i
Cc1onc(-c2ccccc2Cl)c1C(=O)N1CCC(Cc2ccccc2)CC1	-18	i	i	10	i	i	i	i	1	i	i
CC(C)CCN1CCN(Cc2ccc(C#CC(C)(C)O)s2)CC1CCO (configuration not stated)	2	i	i	1	i	i	i	i	.	i	-8.5*
Cc1nccn1CC(O)COC1CCCCC1 (configuration not stated)	-7	i	i	7	i	i	i	i	2	i	i
CC(=O)c1cc2c(cc1NS(=O)(=O)c1ccc3c(c1)OCCO3)OCO2	5.1*	i	i	2	i	i	i	i	-1	i	i
CCCNC(=O)c1ccc2c(c1)S(=O)(=O)c1ccccc1C2=O	-9	i	i	1	i	i	i	i	8	i	i
O=C(NCC1CCCO1)C1CCN(S(=O)(=O)c2cc(Cl)ccc2Cl)CC1 (configuration not stated)	-4	i	i	2	i	i	i	i	7	i	i
CC(C)n1c(-c2ccco2)csc1=Nc1cccnc1	-11	i	i	11	i	i	i	i	3	i	i
O=C(Nc1cccc(Cl)c1)N1CCN(Cc2ccccc2)CC1	-6	i	100*	-3	i	i	i	i	2	i	i
COc1cc(CN2CCNC(=O)C2CC(=O)N2CCCCO2)cc(OC)c1 (configuration not stated)	-8	i	i	1	i	i	i	i	-4	i	i
Cc1ccccc1C(=O)N1CCN(c2ccc([N+](=O)[O-])c(NCc3ccco3)c2)CC1	-9	i	i	11	i	i	i	i	-2	i	i
CCOC(=O)CCCNc1ccc([N+](=O)[O-])cc1[N+](=O)[O-]	-4	i	i	-2	i	i	i	i	2	i	i
CCC1Oc2ccccc2N(CC(=O)NCCc2ccc(OC)c(OC)c2)C1=O (configuration not stated)	-9	i	i	1	i	i	i	i	-7	i	i
CCn1cc(-c2ccnc3cc(C(=O)O)nn23)c(C)n1	0	i	i	-44	i	i	i	i	12	i	i
c1ccc(Cc2nnc3n2CCCCC3)cc1	-6	i	i	-1	i	i	i	i	7	i	i
CCc1cc2c(=O)n(C(C)C(=O)OC3CCCCC3)cnc2s1 (configuration not stated)	-14	i	i	2	i	i	i	i	4	i	i
COc1ccccc1NC(=O)CSc1nc(N)c(C#N)cc1C#N	-12	i	i	-6	i	i	i	i	-3	i	i
CC(C)c1[nH]nc2c1C(c1cccnc1)C(C#N)=C(N)O2 (configuration not stated)	-11	i	i	-1	i	i	i	i	-2	i	i
Brc1csc2ncccc12	-8	i	i	4	i	i	i	i	1	i	i
CC(C)n1c(N2CCN(C(=O)N3CCCCC3)CC2)nc2ccccc21	-11	i	i	-7	i	i	i	i	-1	i	i
CN(C)c1cccc(C(=O)Nc2cccc(F)c2)c1	-8	i	i	1	i	i	i	i	2	i	i
COc1ccc(-c2nnn(CC(=O)OC3CCCCC3)n2)cc1OC	0	i	i	1	i	i	i	i	2	i	i
O=C(CSc1nc2ccccc2[nH]1)NCCCn1ccnc1	-8	i	i	0	i	i	i	i	7	i	i
CCCCN=C1CC(C)(C)CC(=O)/C1=C(/O)CCCN1C(=O)c2ccccc2C1=O	-12	i	i	.	i	i	i	i	.	i	i
Cc1cc2nc(CCl)cc(=O)n2[nH]1	-6	i	i	-5	i	i	i	i	-4	i	i
COc1ccc(-n2c(=O)[nH]cc(C(=O)Nc3ccc4c(c3)OCO4)c2=O)cc1OC	-5	i	i	-2	i	i	i	i	-5	i	i
CC(C)CCN1C(=O)c2ccc(C(=O)Nc3c[nH]c(=O)[nH]c3=O)cc2C1=O	-10	i	i	-18	i	i	i	i	.	i	i
Cc1ccc(N2C(=O)CC(N3CCN(C)CC3)C2=O)cc1 (configuration not stated)	-1	i	.	.	i	i	i	.	.	i	.
Cc1c(C)n(C)c2ccc(C(=O)Nc3cccc4ccccc34)cc12	-6	i	i	0	i	i	i	i	4	i	i
N#CC(=C=[N-])c1nc2ccccc2nc1-[n+]1cccc(NC(=O)c2cccs2)c1	-5	i	i	-4	i	i	i	i	16	i	i
CC(=O)C(/C=N/c1cc(-c2ccc(C)cc2)nn1-c1ccccc1)=C(\C)O	-8	i	i	-1	i	i	i	i	-6	i	i
CCC(C)[C@H](NC(=O)[C@@H]1CSC2c3ccccc3C(=O)N21)C(=O)NCC1CCCO1 (some centres not stated)	-3	i	i	-2	i	i	i	i	0	i	i
COc1cccc(C2C(C#N)=C(N)Oc3cc(C)n(Cc4ccccn4)c(=O)c32)c1OC (configuration not stated)	-2	i	i	7	i	i	i	i	-1	i	i
COc1ccc(OCCCC(=O)NNC(=O)c2ccncc2)cc1	-11	i	i	-3	i	i	i	i	-4	i	i
CC1CN(C(=O)/C=C/c2ccc(SC(F)F)cc2)CC(C)O1 (configuration not stated)	-4	i	i	-6	i	i	i	i	-2	i	i
CCN1CCN(CC(=O)Nc2cccc(C)c2C)C(=O)C1=O	-10	i	i	0	i	i	i	i	2	i	i
CCOC(=O)C1(CCCc2ccccc2)CCN(Cc2cnc(C)s2)CC1	-13	74*	i	4	i	i	i	i	1	i	i
CC1(C)CC(N2CCCC2)=CC(=[N+]2CCCCCC2)C1	-16	i	i	10	i	i	i	i	1	i	i
CCC(C)N(C)C1CCN(C(=S)Nc2cccc(SC)c2)CC1 (configuration not stated)	-12	i	i	-5	i	i	i	i	3	i	i
CCNC1CCS(=O)(=O)C1 (configuration not stated)	-12	i	i	-5	i	i	i	i	-11	i	i
CCC1(c2ccccc2)NC(=O)N(CC(=O)Nc2ccccc2N2CCCCC2)C1=O (configuration not stated)	-16	i	i	9	i	i	i	i	0	i	i
CCN(CCn1cccn1)Cc1c(C(=O)N2CCCCCCC2)nc2ccc(Cl)cn12	-4	i	i	1	i	i	i	i	8	i	i
C/C(CC(=O)Nc1ccc(F)cc1)=N\NC(=O)COc1ccccc1	-4	i	i	4	i	i	i	i	-3	i	i
CC(C)(CNC(=O)c1ccc(Cl)c(S(=O)(=O)N2CCc3ccccc3C2)c1)N1CCOCC1	-13	i	i	0	i	i	i	i	-1	i	i
COc1ccc(-n2cc(CNCCN3CCOC3=O)c(-c3ccccc3Cl)n2)cc1	-10	i	i	-2	i	i	i	i	12	i	i
COCCN(C(=O)Cc1ccc(OC)c(OC)c1)c1nc(-c2cc(OC)ccc2OC)cs1	-1	i	i	5	i	i	i	i	-2	i	i
CN(C)CCOC1c2ccccc2CCc2ccc3ccccc3c21 (configuration not stated)	-10	i	i	1	i	i	i	i	9	i	i
CCn1cc(S(=O)(=O)NC(C)c2cc(OC)ccc2OC)cn1 (configuration not stated)	-9	i	i	4	i	i	i	i	-4	i	i
O=C(O)c1ccc(S(=O)(=O)N2CCC(Cc3ccccc3)CC2)cc1	-7	i	i	-4	i	i	i	i	1	i	i
Cc1c(C(=N)C(C#N)C#N)c(=N)oc2c1ccc1ccccc12	-2	i	i	-4	i	i	i	i	4	i	i
COc1ccc(Br)cc1C(=O)Nc1ccc(C(=O)O)cc1	-11	i	i	-1	i	i	i	i	-7	i	i
O=C(CSc1nnc(SCc2cccc3ccccc23)s1)Nc1ccc(C(=O)O)cc1	-9	i	i	7	i	i	i	i	4	i	i

Bioassay records deposited in PubChem by several laboratories.
